# Source: PubChem BioAssay
# SDO1 yeast rescue = growth rescue of sdo1-depleted yeast, primary screen, S. cerevisiae, bone marrow failure model; hit rate 0.21% among 140,000; S. cerevisiae sdo1-depleted JHY4D growth rescue, OD600 30 h; stronger effect = higher value; pdr5 snq2 efflux-pump mutant strain; AID 817, 2007; z-score at 10 µM;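 active = z-score above 3 at both the 24 hr and the 30 hr optical density reads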;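 also: z-score against mean and SD of all compound wells on the same plate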
# INS promoter inh = inhibitors of insulin promoter-driven GFP, primary screen, imaging, TRM-6 cells (human fetal islet line), eGFP reporter, cell count; inhibition, % at 2 µM; hit rate 0.9% among 130,000; AID 1273, 2008; reporter expression induced with tamoxifen;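 active = inhibition above the mean plus 3 SD, with well images judged a real hit on visual review, cut at about 60% in these data, passing the limit was not always enough; inconclusive = inhibition over the cutoff but images rejected on review; inactive = inhibition not above the cutoff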
# SDO1 yeast rescue Rescue 24 h = further read-out of SDO1 yeast rescue, marked with its call; z-score; S. cerevisiae sdo1-depleted JHY4D growth rescue, OD600; measured here: growth rescue at 24 h;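 0 is the plate mean of compound wells and units are plate SD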
# An asterisk follows results filed as active; u = inconclusive; x = no result given. Not a hit list; any-hit rate near 0.91%.
SMILES,SDO1 yeast rescue,SDO1 yeast rescue Rescue 24 h,INS promoter inh
C=CCn1c(SCC(=O)Nc2cccc3ccccc23)nc(O)c(CC)c1=O,-0.06,-0.84,8.3
CC(C)N(C(=O)COc1ccc(Br)cc1Cl)C(C)C,-0.84,-0.71,-16.7
c1ccc(Cn2ccc(-c3cnc(-c4ccccc4)s3)n2)cc1,-0.73,-0.57,4.2
CS(=O)(=O)N(CC(=O)Nc1cccc(F)c1)c1cccc([N+](=O)[O-])c1,0.59,0.48,-31.0
CCOc1cccc2c1OC1(C)CC2NC(=O)N1Cc1ccccc1 (stereo not given),x,x,-62.2
CCCCOC(=O)C1=C(C)Nc2ncnn2C1c1ccc(OC)c(OC)c1OC (stereo not given),-0.19,-0.23,28.6
O=C1CCCCCC1C1(O)C(=O)Nc2ccccc21 (stereo not given),0.66,1.13,9.3
Cc1ccc(C2=NN3C(C2)c2ccccc2OC32C(=O)Nc3ccccc32)cc1 (stereo not given),-1.58,-1.89,-23.7
CC1(C)CC(=O)C2=C(C1)N(c1ccccc1)C(N)=C(C#N)C2c1cccnc1 (stereo not given),0.41,-0.63,14.3
O=C(CN1C(=O)NC2(CCCCC2)C1=O)NCc1cccs1,1.17,1.05,-40.0
C#CCn1c(S(=O)(=O)Cc2ccc(F)cc2)nc(-c2ccccc2)c1-c1ccccc1,-1.24,-0.49,-34.1
CCCCC(=O)NC(N1CCCCC1)C(Cl)(Cl)Cl (stereo not given),0.6,0.1,x
Cn1ccnc1Sc1nnnn1-c1ccccc1,0.37,0.47,-26.9
S=c1[nH]c2ccccc2o1,x,x,-33.3
Cc1ccc(OCCCC(=O)Nc2ccc(Br)cc2)cc1,0.81,0.72,14.3
CC(C)C(c1nnnn1C1CCCCC1)N1CCCc2ccccc21 (stereo not given),-0.49,0.26,u
Cc1c(C)n(CCC#N)c2ccc(Cl)cc12,-0.52,-0.63,x
CCOC(=O)C1CCN(C(=O)c2sc3ncnc(N4CCC(C)CC4)c3c2C)CC1,-1.01,-0.69,-16.3
CCN=C1SC(CC(=O)Nc2sc3c(c2C#N)CCCC3)C(=O)N1CC (stereo not given),-1.31,-0.37,-7.1
Cc1ccc(NC(=S)N=Nc2c(O)n(C)c3ccc(S(=O)(=O)N4CCOCC4)cc23)cc1C,-0.48,0.55,-64.3
COCCOC(=O)C1=C(C)Nc2ncnn2C1c1ccc(F)cc1 (stereo not given),0.28,-0.24,x
Cc1ccccc1NC1=C(Cl)C(=O)OC1OC(=O)c1ccco1 (stereo not given),0.29,-0.5,9.7
CC1SC(c2ccccc2Cl)NC1=O (stereo not given),0.32,-0.15,19.4
COc1ccc(OC)c(NC(=O)CSc2ncccn2)c1,0.07,0.33,-10.0
CCOC(=O)Cc1c(C)nc2c(-c3ccc(Cl)cc3)c[nH]n2c1=O,0.18,0.34,33.3
Cc1ccc(N(CCC(=O)Nc2nnc(C3CC3)s2)S(=O)(=O)c2ccccc2)cc1,-0.81,-1.2,-42.1
CSc1nc(N)c(C#N)c(-c2ccccc2Cl)c1C#N,-2.3,-1.98,x
Cc1ccc(NC(=O)Cc2nnc(SCC(=O)Nc3ccccc3)n2C)cc1,1,0.64,38.5
CC(C)CC(=O)N1CCN(S(=O)(=O)c2ccccc2)CC1,1.29,1.7,-3.3
O=C(O)C1CCC(=O)N1C1CCCC1 (stereo not given),0.05,0.24,x
O=C1CN(C(=O)c2ccc(Br)o2)C(c2ccccc2)c2cc(F)ccc2N1 (stereo not given),-0.98,-0.34,x
COc1ccc(NC(=O)Nc2ccc(N(C)C)cc2)cc1,-0.37,-0.9,-79.3
CCCOP(=O)(c1ccc(N(C)C)cc1)C(O)c1cccnc1 (stereo not given),0.49,0.33,14.7
O=C(N/N=C/c1cccc([N+](=O)[O-])c1)c1cccc2cc[nH]c12,x,x,0.0
CS(=O)(=O)c1ccc(C(=O)N2CCN(Cc3ccccc3)CC2)cc1,x,x,0.0
COC(=O)C1=C(N)Oc2cc(C)n(CC3CCCO3)c(=O)c2C1c1ccccc1 (stereo not given),-0.81,-0.7,-58.8
CCCCn1c(NC(=S)Nc2ccccc2)nc2ccccc21,-0.05,-0.3,-19.4
O=C(NC(=S)Nc1ccc(Cc2ccncc2)cc1)c1ccccc1Cl,-0.19,0.46,-29.4
Nc1c(S(=O)(=O)c2cccc(Cl)c2)c2nc3ccccc3nc2n1CCN1CCOCC1,-1.43,-1.02,x
CCOC(=O)c1ccc(N2C(=O)CC(C3CCCO3)C2=O)cc1 (stereo not given),0.15,-0.32,-23.1
FC(F)(F)c1cccc(NC(=S)NCC(c2cccnc2)N2CCOCC2)c1 (stereo not given),0.67,1.57,x
Cn1cc(C(=O)NCN2CCCCC2)c2ccccc21,0.47,0.35,-35.6
Cc1oc(-c2ccccc2Cl)nc1Cn1cccc1C1=NC(c2ccccc2)CO1 (stereo not given),-0.52,-0.03,20.9
CCCNC(=O)c1ccc(OC)cc1OC,0.34,0.63,36.1
CCC(C)c1ccc(NC(=O)c2cnn3c(C(F)F)cc(C)nc23)cc1 (stereo not given),x,x,11.8
CNC(=O)c1sc(-c2cccs2)nc1C,x,x,-91.7
CCOC(=O)N/N=C/C(Cl)=C/c1ccccc1,x,x,-27.3
CCOC(=O)c1cn(Cc2cccc(Cl)c2)nn1,1.02,1,x
FC(F)Oc1ccc(-c2csc(=Nc3cccnc3)n2CC2CCCO2)cc1 (stereo not given),-1.24,-0.65,6.7
C/C(=N\N=C1\NC(=O)CS1)c1cccs1,x,x,-26.7
Cc1nc2ccccc2n1C(=O)c1ccccc1[N+](=O)[O-],-0.24,-0.29,x
CCN(CC)CCOc1cccc(C(C)C)c1,0.31,-0.41,-8.7
O=C(c1cc(Cl)ccc1[N+](=O)[O-])n1cnc2ccccc21,-0.48,-1.08,18.4
O=c1c2c3c(sc2n(CCN2CCCC2)c(=O)n1Cc1ccco1)CCCCC3,-0.98,-0.22,x
Cc1ccc2oc3nc(C)c(C(=O)O)cc3c(=O)c2c1,2.23,2.58,26.7
O=C(Nc1ccc2c(c1)OCCO2)C(=S)NCc1ccccc1,x,x,16.7
OCCC1CN(Cc2cccc3c2OCO3)CCN1C1CCCC1 (stereo not given),x,x,-17.4
CCN1CCN(C(=O)c2c(-c3c(F)cccc3Cl)noc2C)CC1,-0.02,-0.04,-12.3
O=C(NCCC1=CCCCC1)c1ccc(Cl)c([N+](=O)[O-])c1,-1.69,-0.88,-6.1
c1coc(Cn2c(SCc3nc4ccccc4[nH]3)nnc2-c2cnccn2)c1,-0.01,-0.26,x
# Next entries
SMILES,SDO1 yeast rescue,SDO1 yeast rescue Rescue 24 h,INS promoter inh
CCN(CC)C(=O)CSc1nc(O)cc(=O)n1CC,1.53,0.62,-73.1
COc1ccc(/C=C2/SC(c3ccc(C)cc3)=NC2=O)cc1OC,1.09,4.53,x
CC(=O)N(CC(=O)Nc1nn(-c2ccccc2)nc1C(N)=O)Cc1ccccc1,2.16,2.32,x
CCOc1cc(C2C3=C(CCCC3=O)OC3=C2C(=O)CCC3)cc([N+](=O)[O-])c1O,x,x,5.6
CCSc1sccc1C1C(C#N)=C(N)N(c2cccnc2)C2=C1C(=O)CC(C)(C)C2 (stereo not given),2.6,1.63,-7.7
Nc1nc(CSc2ccccn2)nc(Nc2ccccc2)n1,0.76,0.25,-70.0
COc1cccc(C(=O)NC2CCN(CC(=O)Nc3nccs3)CC2)c1,0.5,0.29,24.3
COc1ccc(NC(=O)N(CCC(C)C)C(C)c2ccccn2)c(OC)c1 (stereo not given),-0.49,-0.53,x
CCOC(=O)c1c(NC(=O)CSc2nc3cc(Cl)ccc3s2)sc(C(C)=O)c1C,0.09,-0.44,28.1
CCOC(=O)C1=C(C)N=C2SC(C)C(=O)N2C1c1ccc(C(=O)OC)cc1 (stereo not given),0.64,2.68,x
Cn1c(SCC(=O)NCc2ccccc2)nc2c([nH]c3ccccc32)c1=O,x,x,10.5
CCC(C)NC(=O)CN(c1cc(Cl)ccc1OC)S(C)(=O)=O (stereo not given),0.64,0.28,-16.7

# One compound at a time, as listed above. Order of screens: SDO1 yeast rescue, SDO1 yeast rescue Rescue 24 h, INS promoter inh
# `CCSc1sccc1C1C(C#N)=C(N)N(c2cccnc2)C2=C1C(=O)CC(C)(C)C2` (stereo not given) is listed as 2.6, 1.63, -7.7
# `CC(=O)N(CC(=O)Nc1nn(-c2ccccc2)nc1C(N)=O)Cc1ccccc1` is listed as 2.16, 2.32, x
# `CCN(CC)C(=O)CSc1nc(O)cc(=O)n1CC` is listed as 1.53, 0.62, -73.1

# The results go on:
SMILES,SDO1 yeast rescue,SDO1 yeast rescue Rescue 24 h,INS promoter inh
Cc1scc(C(=O)NCc2ccco2)c1-c1ccccc1,0.34,0.59,x
Cc1onc(-c2ccccc2Cl)c1C(=O)NCCN1CCOCC1,0.94,0.97,-3.6
O=C(Cn1c(COc2ccccc2)nc2ccccc21)Nc1cc(Cl)c(Cl)cc1Cl,x,x,29.4
Cc1cc(C)nc(Nc2ncc(O)n2-c2ccccc2)n1,-0.48,-0.38,22.9
CC(NC(=O)c1cc2c(s1)CCCC2)C(C)(C)C (stereo not given),0.32,-0.79,11.5
CN(c1ccc(C(=O)O)cc1)S(=O)(=O)c1ccc(Cl)cc1,0.47,-0.02,-272.0
Cc1nn(Cc2ccccc2)c(=O)n1N(C)c1ncc(C(F)(F)F)cc1Cl,0.72,0.19,-37.5
CCCCOC(=O)Nc1cccc(C(=O)OCC)c1,-0.64,-0.43,-22.9
CCCCNC(=O)C1CCCN(S(=O)(=O)c2ccc(-n3cnnn3)cc2)C1 (stereo not given),1.89,2.86,-2.9
CC(C)c1csc(CN2CCCC(CCC(=O)NCc3ccccc3F)C2)n1 (stereo not given),x,x,-60.0
O=c1c(-c2ccco2)[n+]([O-])c2ccccc2n1OCc1ccccc1,-1.08,-1.12,-24.1
CC(C(=O)Nc1ccccc1Oc1ccccc1)c1ccccc1 (stereo not given),0.46,0.06,-14.3
CC(C)c1c(O)cc(-c2ccncc2)n(-c2ccc(Cl)cc2)c1=O,1.1,1.4,-17.9
O=C(CSc1nnnn1C1CCCC1)N1CCOCC1,x,x,10.5
COc1ccc(F)cc1S(=O)(=O)n1nnc2ccccc21,x,x,-59.0
O=C(NCc1ccc2c(c1)OCO2)c1ccccn1,0.48,0.58,-71.4
CN1CCCN(C(=O)C2CCCCC2)CC1,x,x,-47.4
CCOc1cccc(NC(=O)C2CC(=O)N(C)C2)c1 (stereo not given),0.44,-0.02,-17.2
CCOC(=O)/C(C#N)=C\c1ccc(N2CCN(C)CC2)cc1,0.67,-0.55,-15.9
CC(C)[C@H](NC(=O)NCCc1ccc(Cl)cc1)C(=O)O,1.16,0.69,-42.9
CCc1cc2c(=O)c(-c3nc4ccccc4n3C)c(CCCC(=O)O)oc2cc1OC(=O)C(C)(C)C,x,x,-40.0
c1ccc2c(c1)oc1c(N3CCOCC3)ncnc12,-0.54,-0.72,x
COc1ccc(N2CCN(C(=O)C(OC(C)=O)c3ccccc3)CC2)cc1 (stereo not given),-0.62,-0.42,-31.2
O=C1Nc2ccccc2C12OCCS2 (stereo not given),0.09,0.62,x

# Part of the list above, set out differently.
Cc1ccc(N(CCC(=O)Nc2nnc(C3CC3)s2)S(=O)(=O)c2ccccc2)cc1
  SDO1 yeast rescue = -0.81 | SDO1 yeast rescue Rescue 24 h = -1.2 | INS promoter inh = -42.1
O=C(Nc1ccc2c(c1)OCCO2)C(=S)NCc1ccccc1
  SDO1 yeast rescue = x | SDO1 yeast rescue Rescue 24 h = x | INS promoter inh = 16.7
CC(C)[C@H](NC(=O)NCCc1ccc(Cl)cc1)C(=O)O
  SDO1 yeast rescue = 1.16 | SDO1 yeast rescue Rescue 24 h = 0.69 | INS promoter inh = -42.9

# Carrying on.
SMILES,SDO1 yeast rescue,SDO1 yeast rescue Rescue 24 h,INS promoter inh
COC(=O)c1sc(=S)sc1C(=O)OC,0.64,1.17,x
Cc1cc(NC(=O)Cc2ccccc2)nc2c1c(=O)oc1ccccc12,0.24,3.72,x
C=CCn1nnnc1-c1cccc(Cl)c1,x,x,-23.5
CC(C)N1CCc2c(sc(NC(=O)c3cc(-c4cccs4)nc4ccccc34)c2C(N)=O)C1,-1.27,-0.49,-209.5
CC(SCC(=O)Nc1ccc(S(=O)(=O)N2CCCCC2)cc1)C(=O)O (stereo not given),1.15,0.63,22.2
OC(CSc1ccccc1Cl)CN1CCN(c2ccccc2F)CC1 (stereo not given),-1.88,-1.44,-9.4
COc1cc(C)c(CNc2cc(C)cc(C)c2)cc1C,-0.13,-0.44,-22.6
CCOc1ccc2nc(N3CCCC(C(=O)NCCCN4CCOCC4)C3)sc2c1 (stereo not given),1.11,0.9,x
COc1ccc(/C=N/N2CCN(C3c4ccccc4-c4ccccc43)CC2)cc1OC,0.43,-0.51,x
Cc1ccc(S(=O)(=O)NCC(=O)OCC(=O)N2N=C(c3ccc(Cl)cc3)CC2c2ccco2)cc1C (stereo not given),-0.07,0.79,-6.7
CCOC(=O)CSc1snnc1-c1ccccc1,0.22,0.49,0.0
Cc1occc1C(=O)N/N=C/c1cccs1,0.83,1.21,31.0
CN(C(=O)COc1ccccc1)c1nc(-c2ccc(F)cc2)cs1,x,x,54.5
CC(=O)Nc1ccc(S(=O)(=O)NCCC(=O)Nc2ccc(C)c(Cl)c2)cc1,0.21,0.4,-25.0
COC(=O)c1ccc(COc2ccc(C=O)cc2OC)o1,x,x,-14.3
CC(=O)c1ccc(Nc2ccc(-c3ccccc3F)nn2)cc1,x,x,27.8
O=[N+]([O-])c1ccc(/C=C2\CCC(C3=CCCC3)=C2N2CCOCC2)cc1,-1.21,-0.34,21.9
